NOD1 NF-kB reporter: inhibition of NOD1-driven NF-kB reporter – cell-based, luminescence, uHTS, primary screen (AID 1578); NOD1-driven NF-kB luciferase reporter cells, luminescence; higher % means a stronger effect; inhibition, % at 4 µM; hits with a dose series show EC50 in µM; actives 1% (n = 290,000); in the data active = inhibition mostly above about 36%, no sharp cut-off; inactive = mostly below about 34%;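 note: HEK-293T reporter cells stimulated with the NOD1 agonist gamma-tri-DAP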
KOR beta-arrestin-1: kappa opioid receptor activators – cell-based, luminescence, uHTS, primary screen (AID 1777). actives 0.02% (n = 280,000). activation, % at 10 µM; hits with a dose series show EC50 in µM. KOR beta-arrestin recruitment, luminescence; higher % means a stronger effect; in the data active = activation above about 50%, passing the limit was not always enough; note: a part of the inactive calls stands beside numbers as strong as those of hits
GPR55 antagonists: GPR55 antagonists blocking LPI-driven arrestin recruitment, primary screen, imaging, U2OS, beta-arrestin-GFP, LPI agonist (AID 2013) | U2OS GPR55 beta-arrestin-GFP translocation imaging, LPI antagonism; higher % means a stronger effect | inhibition, % at 10 µM, or IC50 in µM where a hit was titrated | actives 0.13% (n = 290,000);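 active = spots per cell inhibited over 60%, with over 100 cells counted and total cytoplasm intensity under 500,000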;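 note: U2OS cells stably carrying GPR55 and arrestin-GFP stimulated by 5 µM LPI near EC80; imaged beta-arrestin-GFP aggregate spots per cell after agonist stimulation; plate controls were LPI-stimulated DMSO wells for no effect and DMSO wells without LPI for full effect; some results filed as inactive read as strong as hits; confirmed hits need IC50 under 10 µM and bright autofluorescent wells are also inconclusive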
SV40 large T antigen: TAg ATPase/helicase activity blockers – biochemical (AID 1903); SV40 large T antigen ATPase/helicase inhibition assay; higher % means a stronger effect; one-dose inhibition, % at 20 µM; IC50 in µM for titrated hits; actives 0.39% (n = 310,000); in the data active = a potency from the dose series; note: strong numbers were not always called active
HIV fusion peptide: inhibitors of HIV fusion peptide binding, primary screen, biochemical, uHTS, fluorescence dequenching (AID 1986). actives 0.3% (n = 290,000). cell-free peptide binding, fluorescence dequenching, 30 min; higher % means a stronger effect. one-dose inhibition, % at 20 µM; IC50 in µM for titrated hits; in the data active = inhibition mostly above about 52%, no sharp cut-off; inactive = mostly below about 76%; note: some results filed as inactive read as strong as hits
GPR55 activation: GPR55 agonists via beta-arrestin recruitment, primary screen, imaging, U2OS cells, beta-arrestin-GFP redistribution (AID 1961) | actives 0.048% (n = 290,000) | U2OS GPR55 beta-arrestin-GFP redistribution imaging; higher % means a stronger effect | activation, % at 10 µM, or EC50 in µM where a hit was titrated;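 active = activation above 40% with more than 50 cells counted in the well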;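 note: U2OS osteosarcoma cells stably expressing GPR55 and beta-arrestin-GFP; plate controls were DMSO negative control for no effect and LPI positive control for full effect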
HEK293 NOD2/NF-kB: inhibition of NOD2-driven NF-kB reporter – cell-based, luminescence, uHTS, HEK293 (AID 1566) | HEK293 NOD2/NF-kB luciferase reporter, luminescence; higher % means a stronger effect | one-dose inhibition, % at 4 µM; EC50 in µM for titrated hits | actives 0.63% (n = 290,000); note: many of its hits are not listed in these tables
MgcRacGAP inhibition: MgcRacGAP GTPase-activating activity inhibitors, confirmation, biochemical, ADP Hunter fluorescence; MgcRacGAP-stimulated Rac1 GTP hydrolysis, ADP Hunter fluorescence; higher % means a stronger effect; GST-tagged Rac1 F28L mutant substrate; inhibition, % at 30 µM; hits with a dose series show IC50 in µM; actives 0.6% (n = 340,000);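 active = first-screen hits whose inhibition reached a set limit at any dose in the follow-up dose series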;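 note: fluorescence reports GDP produced by GAP-driven GTP hydrolysis; strong numbers were not always called active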
KOR beta-arrestin-2: kappa opioid receptor blockers – cell-based, luminescence, uHTS (AID 1778). KOR beta-arrestin recruitment, luminescence, antagonist mode; higher % means a stronger effect. inhibition, % at 10 µM; hits with a dose series show IC50 in µM. actives 0.091% (n = 290,000); note: strong numbers were not always called active
* = called active by the depositor; nt = not tested or not shown; [ ] = another dose, or the depositor's remark. Cut-off read from the data, not from the text of the source, unless noted: active = inhibition above about 50%; inactive = the rest. The list is partial; the hit share may differ from the screen's.

Screens in order – SV40 large T antigen, HIV fusion peptide, KOR beta-arrestin-2, KOR beta-arrestin-1, GPR55 activation, MgcRacGAP inhibition, HEK293 NOD2/NF-kB, GPR55 antagonists, NOD1 NF-kB reporter
(1) COc1ccc(Cl)c2sc(N(Cc3cccnc3)C(C)=O)nc12
    13%, 1.1%, -4%, 1.4%, -0.2%, -5%, 17%, 11%, -1%
(2) COc1cccc(C(=O)OCCNC(=O)c2cccnc2)c1
    -17%, 1.0%, -31%, 4.6%, -0.1%, 6%, -17%, -13%, 38%
(3) COc1ccc(C2/C=C\CN(C(=O)OCc3ccccc3)CC(=O)N2Cc2ccc(F)cc2)cc1 (stereo not drawn)
    1%, 0.2%, 16%, 3.6%, 1.3%, -3%, 10%, 3%, -7%
(4) Cc1ccc(N(CC(O)CN2C(=O)NC(C)(C)C2=O)S(=O)(=O)c2ccc([N+](=O)[O-])cc2)cc1 (stereo not drawn)
    4%, -2.9%, -9%, 3.4%, -0.1%, -9%, 6%, -7%, -12%
(5) COc1ccc(C(C(=O)NC2CCCCC2)N(C(=O)CCCC(=O)Nc2ccccn2)c2ccc3c(c2)OCCO3)cc1 (stereo not drawn)
    1%, 1.3%, -13%, 4.5%, -0.2%, 7%, 2%, 22%, 10%
(6) COc1ccc(S(=O)(=O)N2CCOC2CNC(=O)C(=O)NCCCN(C)C)cc1C (stereo not drawn)
    3%, 1.5%, -8%, 2.2%, -0.1%, 7%, 12%, 15%, -18%
(7) COc1ccc(/C=C/C(=O)NCC(=O)N/N=C(/C)c2ccc(Cl)cc2)cc1
    -1%, 7.1%, -10%, 6.4%, -0.2%, 8%, -11%, 0%, -10%
(8) Cc1nc2ccccc2n1CCN1CCOCC1
    12%, -1.5%, nt, nt, -0.3%, 9%, -9%, 5%, 34%
(9) O=C(O/N=C1/CCCc2occc21)c1ccccc1
    11%, 6.6%, -5%, -1.4%, 0.0%, 5%, 10%, 6%, 8%
(10) CCc1nnc(NC(=O)CCC(=O)NC2CCCCCC2)s1
    7%, -0.2%, -12%, 0.3%, 0.7%, 9%, -6%, -2%, 1%
(11) C=CCn1c(SCc2ccccc2)nnc1-c1cccnc1
    -1%, 1.7%, 27%, -4.5%, 0.2%, 9%, 4%, 15%, -20%
(12) Cc1cc(N/N=C/c2ccccc2Br)nc2ccccc12
    18%, -0.9%, 22%, -3.7%, 0.3%, 9%, -38%, 1%, -17%
(13) CC(C)c1ccc(/C=C/C(=O)Nc2nn[nH]n2)cc1
    3%, 6.3%, -12%, -1.0%, 0.5%, nt, -5%, -3%, -7%
(14) O=c1oc(-c2ccc([N+](=O)[O-])cc2)nc2ccc(O)cc12
    11%, -1.0%, -36%, -4.1%, 0.2%, 14%, 4%, 3%, -5%
(15) COCCn1c(SCC(=O)Nc2ccc(C)cc2)nc2c(oc3ccccc32)c1=O
    10%, -2.6%, -20%, -4.0%, 0.6%, 4%, 17%, 1%, 18%
(16) CN(Cc1cnccn1)Cc1nc(Cc2ccccc2F)no1
    12%, -0.1%, -20%, nt, 0.0%, 10%, 2%, 1%, -10%
(17) Cc1ccc(C)c(N2CCN(S(=O)(=O)c3cn(C)cn3)CC2)c1
    0%, -1.8%, -14%, 1.1%, -0.2%, -3%, 1%, 5%, 12%
(18) Cc1ccc2nc(Cl)c(/C=N/Nc3nc(C)cc(C)n3)c(=O)n2c1
    18%, 16%, -5%, 3.4%, -0.2%, 8%, 17%, 17%, -2%
(19) CCC(=O)c1ccc(OCC(O)CN2CC(C)OC(C)C2)cc1 (stereo not drawn)
    6%, -3.4%, 29%, -7.3%, -0.3%, 5%, 1%, 11%, -3%
(20) Cc1cc(S(=O)(=O)NCC(C)C)ccc1OCC(=O)NCC1CCCO1 (stereo not drawn)
    14%, -2.2%, 10%, -2.5%, -0.3%, 4%, 2%, 7%, -6%
(21) CC(C)C[C@H]1CNC(=O)C(=O)N1C[C@H](C)NC(=O)Cc1ccccc1
    4%, 1.4%, -13%[20 µM], -3.8%, -0.3%, 3%, 0%, -2%, -29%
(22) CCc1ccc2oc(C(=O)N3CCN(c4ccccc4OC)CC3)cc(=O)c2c1
    8%, -0.6%, -10%, 3.2%, 0.0%, 9%, -26%, -10%, 4%
(23) COc1nnnc2c1sc1nc(N3CCOCC3)c3c(c12)CC(C)(C)OC3
    nt, -1.2%, -4%, -2.2%, -0.2%, nt, 7%, 4%, 6%
(24) Cc1ccc(S(=O)(=O)N/N=C\c2cn(CC(N)=O)c3ccccc23)cc1
    24%, 0.7%, 10%, -2.6%, -0.1%, 12%, 8%, 14%, 0%
(25) C=C(C)CSc1nnc(-c2ccc(OC)cc2)n1N
    2%, -1.5%, -20%, 5.3%, 0.0%, 6%, -35%, -7%, -49%
(26) O=C(CCS(=O)(=O)Cc1ccccc1)Nc1ncc([N+](=O)[O-])s1
    5%, 0.4%, 0%, 4.5%, 0.3%, 6%, -19%, -1%, -44%
(27) CCNC(=O)c1ccc(NS(=O)(=O)c2ccccc2)cc1
    15%, 1.6%, -12%, -1.3%, -0.1%, -2%, -3%, 8%, nt
(28) Cc1cc(C)n2nc(CNS(=O)(=O)c3ccc(F)c(C)c3)nc2n1
    1%, 0.1%, -6%[20 µM], -0.4%, 0.4%, -1%, 3%, 8%, -32%
(29) CCOc1ccc(NS(=O)(=O)c2cc(NC(=O)CCS(=O)(=O)c3ccc(C)cc3)ccc2OC)cc1
    9%, 2.0%, -12%, 6.7%, -0.4%, 9%, 19%, 10%, 1%
(30) CC(=O)Oc1ccc(C(=O)[C@H]2[C@H]3C(=O)N(c4cccc5ccccc45)C(=O)[C@H]3[C@@H]3C=CC=NN32)cc1
    5%, 20%, -25%, 4.9%, 0.3%, -1%, 12%, 2%, -23%
(31) CN(C(=O)CCN1C(=O)C(C)(C)Nc2ccccc21)c1ccccc1
    9%, -0.5%, -21%, 2.7%, -0.1%, 7%, 0%, 6%, 0%
(32) CCOc1cc(C(=O)Nc2ccc(S(=O)(=O)Nc3cc(C)on3)cc2)cc(OCC)c1OCC
    2%, 3.3%, 21%, 1.7%, 0.4%, 4%, 5%, 7%, -32%
(33) CCCCOc1ccc(-c2n[nH]c(=S)n2Cc2ccccc2)cc1
    5%, -0.1%, 30%, 2.8%, 0.0%, 3%, 10%, 6%, -6%
(34) O=C(Nc1ccc(F)cc1F)c1cccc(C(=O)Nc2ccc(F)cc2F)n1
    -1%, -0.9%, -18%, 10%, -0.1%, 8%, -16%, 2%, -66%
(35) Cc1ccc(NS(=O)(=O)c2cccc(C(=O)NCCc3c[nH]c4ccccc34)c2)c(C)c1
    4%, 1.4%, -1%, -6.7%, -0.2%, 12%, -16%, 6%, 38%
(36) O=C(COC(=O)c1ccco1)NC(c1ccccc1)c1ccccc1
    21%, 1.2%, 0%, 0.1%, -0.4%, -15%, 10%, 4%, -13%
(37) Cc1ccc(-n2c(SCC(N)=O)nnc2-c2ccccn2)cc1
    8%, -2.0%, 13%, -3.1%, -0.1%, 4%, 1%, 12%, -32%
(38) O=C(Nc1ccccc1)N1CCSCC1
    14%, 4.1%, -7%, 3.8%, 0.0%, 0%, -14%, 8%, -40%
(39) CCOc1ccc(-c2cc(C(=O)NN3CCN(C)CC3)c3cc(Cl)ccc3n2)cc1
    10%, 3.3%, -1%, -1.4%, -0.1%, nt, 8%, 11%, -25%
(40) O=C(CCN1CCCCCC1)Nc1ccc(F)cc1
    6%, -2.8%, -20%, 3.4%, -0.2%, 11%, 3%, 2%, 3%
(41) O=C1NC(Nc2nc3ccccc3s2)(C(F)(F)F)C(=O)N1C1CCCCC1 (stereo not drawn)
    18%, -1.2%, -36%, -1.2%, 0.2%, 2%, 2%, 7%, 16%
(42) O=C(N/N=C\c1ccoc1)c1ccco1
    27%, 1.3%, 22%, -3.0%, 0.0%, 4%, 2%, 11%, -20%
(43) CCOc1ccccc1N1CCN(S(=O)(=O)c2ccc(F)c(F)c2)CC1
    18%, 1.1%, -6%, -2.8%, 0.2%, 8%, -6%, -6%, -26%
(44) O=C(CSc1ncccn1)Nc1ccc2c(c1)CCC2
    nt, -0.6%, -6%, -0.7%, 0.7%, 10%, -39%, 1%, -14%
(45) Cc1nc2sc(C(=O)c3ccccc3)c(N)c2c(C)c1C
    5%, 2.0%, -11%, 17%, -0.4%, -1%, 0%, -12%, 28%
(46) O=C(CCN1C(=O)/C(=C\c2ccccc2)SC1=S)NNC(=O)c1ccncc1
    4%, 1.1%, 4%, 2.1%, 0.0%, nt, 23%, 2%, -11%
(47) NC1=NC2CS(=O)(=O)CC2S1 (stereo not drawn)
    9%, -1.3%, -8%, -2.4%, -0.2%, 2%, 19%, -1%, 30%

Sorted by heavy-atom count (largest number first): 9 of the compounds above.
Screens in order – SV40 large T antigen, HIV fusion peptide, KOR beta-arrestin-2, KOR beta-arrestin-1, GPR55 activation, MgcRacGAP inhibition, HEK293 NOD2/NF-kB, GPR55 antagonists, NOD1 NF-kB reporter
(32) CCOc1cc(C(=O)Nc2ccc(S(=O)(=O)Nc3cc(C)on3)cc2)cc(OCC)c1OCC
    2%, 3.3%, 21%, 1.7%, 0.4%, 4%, 5%, 7%, -32%
(35) Cc1ccc(NS(=O)(=O)c2cccc(C(=O)NCCc3c[nH]c4ccccc34)c2)c(C)c1
    4%, 1.4%, -1%, -6.7%, -0.2%, 12%, -16%, 6%, 38%
(46) O=C(CCN1C(=O)/C(=C\c2ccccc2)SC1=S)NNC(=O)c1ccncc1
    4%, 1.1%, 4%, 2.1%, 0.0%, nt, 23%, 2%, -11%
(41) O=C1NC(Nc2nc3ccccc3s2)(C(F)(F)F)C(=O)N1C1CCCCC1 (stereo not drawn)
    18%, -1.2%, -36%, -1.2%, 0.2%, 2%, 2%, 7%, 16%
(33) CCCCOc1ccc(-c2n[nH]c(=S)n2Cc2ccccc2)cc1
    5%, -0.1%, 30%, 2.8%, 0.0%, 3%, 10%, 6%, -6%
(37) Cc1ccc(-n2c(SCC(N)=O)nnc2-c2ccccn2)cc1
    8%, -2.0%, 13%, -3.1%, -0.1%, 4%, 1%, 12%, -32%
(45) Cc1nc2sc(C(=O)c3ccccc3)c(N)c2c(C)c1C
    5%, 2.0%, -11%, 17%, -0.4%, -1%, 0%, -12%, 28%
(40) O=C(CCN1CCCCCC1)Nc1ccc(F)cc1
    6%, -2.8%, -20%, 3.4%, -0.2%, 11%, 3%, 2%, 3%
(38) O=C(Nc1ccccc1)N1CCSCC1
    14%, 4.1%, -7%, 3.8%, 0.0%, 0%, -14%, 8%, -40%

Assay outcomes as filed in PubChem.
